# TRPC6 inhibitor: mouse TRPC6 channel inhibitors, primary screen, cell-based, HEK293, membrane potential dye; Short transient receptor potential channel 6 (Mus musculus), Q61143; actives 1.1% (n = 310,000); AID 2553, 2010; ACh-evoked depolarization; stronger effect = lower value; B-score at 10 µM;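 active means B-score under library mean minus 3 SD, initial fluorescence not abnormally high, positive integrated signal ratio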;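 further: B-score derived from integrated fluorescence ratio over the kinetic read; more negative B-score means stronger inhibition of depolarization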
# Target sequence (Q61143 whole entry, looked up): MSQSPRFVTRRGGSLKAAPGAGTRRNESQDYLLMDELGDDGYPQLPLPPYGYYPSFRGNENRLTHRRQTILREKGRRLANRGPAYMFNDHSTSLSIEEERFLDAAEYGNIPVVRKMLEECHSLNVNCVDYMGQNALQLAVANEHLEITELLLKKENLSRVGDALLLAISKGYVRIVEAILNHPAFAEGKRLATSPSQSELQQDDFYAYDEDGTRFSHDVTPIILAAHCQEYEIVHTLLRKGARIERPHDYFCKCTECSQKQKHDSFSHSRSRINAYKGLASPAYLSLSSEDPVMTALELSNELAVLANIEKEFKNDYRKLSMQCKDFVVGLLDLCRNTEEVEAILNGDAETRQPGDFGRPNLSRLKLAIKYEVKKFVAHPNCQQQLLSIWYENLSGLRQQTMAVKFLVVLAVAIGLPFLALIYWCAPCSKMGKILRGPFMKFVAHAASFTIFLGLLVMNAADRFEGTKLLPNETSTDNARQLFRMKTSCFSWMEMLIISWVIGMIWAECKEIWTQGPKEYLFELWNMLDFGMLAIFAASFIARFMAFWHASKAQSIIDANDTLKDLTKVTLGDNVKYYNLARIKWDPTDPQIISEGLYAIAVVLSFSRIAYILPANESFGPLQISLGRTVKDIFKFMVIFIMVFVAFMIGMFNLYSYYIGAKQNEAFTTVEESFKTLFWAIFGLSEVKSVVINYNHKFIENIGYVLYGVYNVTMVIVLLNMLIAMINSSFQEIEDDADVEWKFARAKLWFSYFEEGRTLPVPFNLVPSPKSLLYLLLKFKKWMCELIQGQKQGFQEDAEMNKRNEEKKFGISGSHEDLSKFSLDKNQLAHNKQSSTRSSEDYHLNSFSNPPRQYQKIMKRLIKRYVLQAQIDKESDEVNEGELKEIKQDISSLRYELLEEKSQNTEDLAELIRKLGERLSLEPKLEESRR
# TRPC4 potent: positive allosteric modulators of TRPC4, primary screen, cell-based, mouse TRPC4beta, HEK293 mu-opioid, Fluo-4 calcium; DAMGO EC20, Fluo-4 Ca2+ flux; stronger effect = higher value; AID 2227, 2009; actives 0.42% (n = 310,000); B-score at 10 µM; Short transient receptor potential channel 4 (Mus musculus), Q9QUQ5;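 active means B-score of calcium response area above 5 SD of library B-scores, with initial fluorescence ratio within 5 SD of library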;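 further: B-score of integrated fluorescence ratio over time as area under calcium response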
# TRPC4 act: activators of mouse TRPC4 channel, primary screen, Fluo4 calcium, HEK293 TRPC4beta/mu-opioid cells. Short transient receptor potential channel 4 (Mus musculus), Q9QUQ5. Fluo4 calcium fluorescence; stronger effect = higher value. B-score at 10 µM. actives 0.49% (n = 310,000);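 active means B-score above 5 SD of library B-scores, and initial fluorescence ratio not above library mean plus 5 SD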;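 further: positive B-score marks a calcium rise read as TRPC4 activation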
#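 Material: TRPC4beta and mu-opioid receptor HEK293 stable cells | Incubation: 45 min room-temperature Fluo4 loading, 110 s read | Detection: Kinetic Fluo4 calcium fluorescence | Measure: Integrated baseline-normalised fluorescence ratio, converted to per-well B score | Benchmarks: Low control buffer alone, high control maximal DAMGO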
# TRPC4 inh: inhibitors of mouse TRPC4 channel, primary screen, Fluo4 calcium, HEK293 TRPC4beta/mu-opioid cells; Short transient receptor potential channel 4 (Mus musculus), Q9QUQ5; DAMGO-evoked Fluo4 calcium flux; stronger effect = lower value; B-score at 10 µM; actives 0.39% (n = 300,000); AID 2247, 2010;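 active means B-score over 3 SD under the library average, no early fluorescence shift, positive overall ratio signal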
#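 Material: HEK293 cells with stable TRPC4beta plus mu-opioid receptor expression; probe or stimulus: DAMGO in two steps, submaximal then maximal; technique: Fluo4 calcium fluorescence by kinetic imaging, 5 s 1 Hz baseline; measure: integrated fluorescence ratio relative to baseline, converted to per-well B score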
# RGS4 block: RGS4 inhibitors, primary screen, cell-based, HEK293 M3R inducible RGS4, calcium flux. actives 0.45% (n = 310,000). Fluo-4 calcium flux; stronger effect = higher value; triggered by carbachol at its EC20. B-score at 10 µM. AID 463165, 2010;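 active means B-score, a plate-corrected calcium signal, over three deviations above library mean, with baseline fluorescence within five deviations of library mean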;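 further: RGS4 expression induced by doxycycline in cells with stable M3 receptor; B-score is computed from the integrated fluorescence ratio over baseline after carbachol; higher B-score means a larger calcium signal and so more RGS4 inhibition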
# Target sequence (P49798 whole entry, looked up): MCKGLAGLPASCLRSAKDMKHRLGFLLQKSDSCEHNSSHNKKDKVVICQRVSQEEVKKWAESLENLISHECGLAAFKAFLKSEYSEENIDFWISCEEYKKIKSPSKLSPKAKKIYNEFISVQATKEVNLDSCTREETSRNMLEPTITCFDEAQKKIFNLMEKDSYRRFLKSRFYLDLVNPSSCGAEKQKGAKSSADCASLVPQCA
# TRPC6 activator: mouse TRPC6 channel activators, primary screen, cell-based, HEK293, membrane potential dye; Short transient receptor potential channel 6 (Mus musculus), Q61143; HEK293-TRPC6 membrane potential dye fluorescence; stronger effect = higher value; B-score at 10 µM; actives 0.13% (n = 310,000); AID 2550, 2010;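 active means B-score of the integrated fluorescence ratio above library mean plus 3 SD, and starting fluorescence ratio within library mean plus 5 SD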;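 further: higher score means more depolarization so channel activation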
# MrgX1 antag: antagonists of human MrgX1 receptor, primary screen, HEK293 cells, Fluo-4 calcium flux; Mas-related G-protein coupled receptor member X1 (Homo sapiens), Q96LB2; BAM8-22 antagonism; stronger effect = lower value; B-score at 10 µM; actives 1.3% (n = 310,000); AID 588676, 2011;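 active means calcium-response B-score plate-corrected more than 3 library SD below zero, starting fluorescence within 5 deviations, no agonist response on first addition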;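 further: peak minus trough fluorescence over baseline after final BAM8-22 challenge near maximal dose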
# ANO1 activ: TMEM16A chloride channel activators or potentiators, primary screen, cell-based, HTS; HEK293 TMEM16A/YFP-H148Q/I152L, iodide quench fluorescence; stronger effect = lower value; actives 0.3% (n = 340,000); Anoctamin-1 (Mus musculus), Q8BHY3; B-score at 10 µM;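 active means fluorescence-ratio B-score plate-corrected deviation score at least 3 library SD below zero, with starting fluorescence score within 5 deviations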;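 further: channel opened by trigger with iodide after compound preincubation; score built on the fluorescence ratio of max minus min over baseline; more negative score means more quench and so TMEM16A activation or potentiation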
# ANO1 block: TMEM16A chloride channel inhibitors, primary screen, cell-based, HTS. AID 588511, 2011. Anoctamin-1 (Mus musculus), Q8BHY3. actives 1.2% (n = 310,000). normalized B-score (activity score, 25-100; higher = stronger inhibition) at 10 µM. HEK293 TMEM16A/YFP iodide influx fluorescence, ionomycin;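 active means ratio plate-corrected score three or more library SD toward inhibition, starting fluorescence score within five deviations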;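 further: score derived from kinetic fluorescence span divided by baseline fluorescence per well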
# MrgX1 allo act: positive allosteric modulators of MrgX1, primary screen, HEK293 cells, Fluo-4 calcium flux | AID 588675, 2011 | Mas-related G-protein coupled receptor member X1 (Homo sapiens), Q96LB2 | actives 0.63% (n = 310,000) | B-score at 10 µM | FDSS; stronger effect = higher value;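 active means plate-corrected calcium response at least 3 library SD above typical, normal starting fluorescence, not activating the receptor alone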;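 further: compound read alongside a low EC10 to EC30 dose of BAM8-22 agonist; peak minus trough fluorescence over baseline measured at the second addition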
# MrgX1 agonist: agonists of human MrgX1 receptor, primary screen, HEK293 cells, Fluo-4 calcium flux; Mas-related G-protein coupled receptor member X1 (Homo sapiens), Q96LB2; Fluo-4 calcium fluorescence, agonist mode; stronger effect = higher value; B-score at 10 µM; actives 0.44% (n = 310,000); AID 588627, 2011;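 active means calcium response B-score plate-corrected fluorescence ratio at least 3 library SD, with starting fluorescence B-score inside 5 SD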
#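 System – MrgX1-expressing HEK293 cells · Incubation – cells plated overnight, dye loaded 0.5 h 37 °C, 0.5 h room temperature · Technique – kinetic Fluo-4 NW fluorescence of intracellular calcium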
# The depositor's hits bear a star; i = inactive; · = not tested or not shown.
SMILES,TRPC6 inhibitor,TRPC4 potent,TRPC4 act,TRPC4 inh,RGS4 block,TRPC6 activator,MrgX1 antag,ANO1 activ,ANO1 block,MrgX1 allo act,MrgX1 agonist
COc1cc(/C=C2/CCCC(C(=O)C(F)(F)F)=C2O)ccc1O,i,i,i,i,i,i,i,i,i,i,i
COc1cccc(N2CCN(C(=O)c3ccc(Cl)c(NC4=NC5CS(=O)(=O)CC5S4)c3)CC2)c1 (stereo not given),i,i,i,i,i,i,i,i,i,i,i
Oc1ccccc1CN1CCN(C(c2ccccc2)c2ccccc2)CC1,i,i,i,i,i,i,i,i,i,i,i
COc1ccc(OC)c(NC(=O)c2cc(-c3cc(Cl)ccc3O)n[nH]2)c1,i,i,i,i,i,i,i,i,i,i,i
COC(=O)CCC(=O)Nc1ccc(NC(=O)CCC(=O)OC)cc1,i,i,i,i,i,i,i,i,i,i,i
Cc1cc([N+](=O)[O-])ccc1NC(=O)CSc1nnc(C)n1C,i,i,i,i,i,i,i,i,i,i,i
O=C(NNS(=O)(=O)c1ccc(Cl)cc1)c1cc(-c2ccccc2)n[nH]1,i,i,i,i,i,i,i,i,i,i,i
Cn1c(CC(=O)Nc2ccccc2F)nnc1SCC(=O)Nc1ccccc1Br,i,i,i,i,i,i,i,i,i,i,i
C/C(=C\c1ccccc1)C(=O)N1CCN(c2cccc(C(F)(F)F)c2)CC1,i,i,i,i,i,i,-4.95*,i,i,i,i
COc1ccc(/C=C/C(=O)OCC(=O)NCCC2=CCCCC2)cc1OC,i,i,i,i,i,i,i,i,i,i,i
Nc1c(N(CCC2=CCCCC2)C(=O)CCCOc2ccccc2)c(=O)[nH]c(=O)n1Cc1ccccc1,i,i,i,i,i,i,i,i,i,i,i
COc1cccc(N2CC(C(=O)Nc3nnc(SCC(=O)Nc4ccc(NC(C)=O)cc4)s3)CC2=O)c1 (stereo not given),i,i,i,i,i,i,i,i,i,i,i
CC1CCN(CC(=O)Nc2cccc(C(=O)Nc3cccc(C(F)(F)F)c3)c2)CC1,i,i,i,i,i,i,i,i,i,i,i
CCN1C(=O)/C(=C\c2ccc(-c3ccc([N+](=O)[O-])cc3OC)o2)SC1=Nc1cccc(C(=O)O)c1,i,i,i,i,i,i,·,i,·,·,·
O=C(Nc1c(C(=O)c2ccccc2)oc2ccccc12)c1cc(-c2ccccc2O)n[nH]1,i,i,i,i,i,i,i,i,i,i,i
COc1cc(CCC(=O)NCc2ccc3c(c2)OCO3)cc(OC)c1OC,i,i,i,i,i,i,i,i,i,i,i
Cc1cc(C)cc(NC(=O)N2CCN(Cc3ccc4c(c3)OCO4)CC2)c1,i,i,i,i,i,i,i,i,i,i,i
COc1ccc(C(=O)NC(C)c2ccccc2)cc1Br (stereo not given),i,i,i,i,i,i,i,i,i,i,i
CSCCC(NC(=O)c1ccccc1Br)C(=O)NCc1ccc(F)cc1 (stereo not given),i,i,i,i,i,i,i,i,i,i,i
CC(CNC(=O)c1ccccc1Cl)c1ccccc1 (stereo not given),i,i,i,i,i,i,i,i,i,i,i
C=CCN1C(=O)c2ccc(C(=O)N(CC)CC(=O)Nc3c(F)cccc3F)cc2C1=O,i,i,i,i,i,i,i,i,i,i,i
CCOCCCNC(=O)c1cc(C)nn1-c1ccccc1,i,i,i,i,i,i,i,i,i,i,i
CCCNC(=O)N1CCCC(C(N)=O)C1 (stereo not given),i,i,i,i,i,i,i,i,i,i,i
CCOC(=O)c1c(NC(=S)NC(C)=O)sc(C)c1C,i,i,i,i,i,i,i,i,i,i,i
CC(CC(=O)N1CCN(C(=O)c2ccccc2)CC1)c1ccccc1 (stereo not given),i,i,i,i,i,i,i,i,i,i,i
SMILES,TRPC6 inhibitor,TRPC4 potent,TRPC4 act,TRPC4 inh,RGS4 block,TRPC6 activator,MrgX1 antag,ANO1 activ,ANO1 block,MrgX1 allo act,MrgX1 agonist
Cc1nonc1NC(=O)OCCN1CCOC1=O,i,i,i,i,i,i,i,i,i,i,i
CC(=O)c1c(C)n(C)c2ccc(O)cc12,i,i,i,i,i,i,i,i,i,i,i
Cc1ccccc1N(CC(=O)NCc1ccccc1)C(=O)CCC(=O)Nc1nccs1,i,i,i,i,i,i,i,i,i,i,i
CCN(CC)CCCNC(=O)CCC(=O)Nc1ccc2nc(N3CCCCC3)cc(C)c2c1,i,i,i,i,i,i,i,i,i,i,i
O=C(CNS(=O)(=O)c1ccccc1)N/N=C/c1ccc(O)cc1,i,i,i,i,i,i,i,i,i,i,i
COc1cc(C2=NC(CO)(CO)CO2)cc(OC)c1OC,i,i,i,i,i,i,i,i,i,i,i
CCCCCN=C(N)N/N=C/c1c[nH]c2ccc(OC)cc12,i,i,66*,i,i,i,i,i,i,i,74.8*
COc1ccccc1C(=O)N1CCN(Cc2nc(CC3CC3)no2)CC1,i,i,i,i,i,i,i,i,i,i,i
CC(C)N(C(=O)Cn1cc(S(=O)(=O)CC(=O)N2CCOCC2)c2ccccc21)C(C)C,i,i,i,i,i,i,i,i,i,i,i
COc1ccc(N(C(=O)c2ccco2)C(C(=O)NC2CCCC2)c2ccncc2)cc1OC (stereo not given),i,i,i,i,i,i,i,i,i,i,i
COc1ccc(C2CC3(O)CC(C#N)(C(=O)N3)C2(C#N)C#N)cc1 (stereo not given),i,i,i,i,i,i,i,i,i,i,i
COc1ccc(NS(=O)(=O)c2cccc(C(=O)N3CCC3)c2)cc1,i,i,i,i,i,i,i,i,i,i,i
CCOC(=O)C1=C(C)NC(=O)NC1c1ccc(C)o1 (stereo not given),i,i,i,i,i,i,i,i,i,i,i
Cc1ccc(C2CC(=O)c3cnc(NC(=O)c4ccco4)nc3C2)cc1 (stereo not given),i,i,i,i,i,i,·,i,·,·,·
CC(C)=C(NC(=O)c1ccccc1)C(=O)Nc1cccc(C)c1,i,i,i,i,i,i,i,i,i,i,i
CC(Oc1ccc2c(c1)oc(=O)c1ccccc12)C(=O)NC(Cc1c[nH]c2ccc(O)cc12)C(=O)O (stereo not given),i,i,i,i,i,i,i,i,i,i,i
O=C(CCn1c(=S)oc2ccccc21)Nc1ccccc1Br,i,i,i,i,i,i,i,i,i,i,i
COCCn1c(SCC(=O)Nc2cc(C)cc(C)c2)nnc1C(C)C,i,i,i,i,i,i,i,i,i,i,i
O=C1CCCC(=O)N1c1ccc(Oc2ccc(Cl)cc2)cc1,i,i,i,i,i,i,i,i,i,i,i
CC(C)(CNC(=O)COc1ccccc1Cc1ccccc1)N1CCOCC1,i,i,i,i,i,i,i,i,i,i,i
Cc1cc(C)nc(SCC(=O)n2c3c(c4ccccc42)CCCC3)n1,i,i,i,i,i,i,i,i,i,i,i
CN(CC(=O)NCc1ccncc1)S(=O)(=O)c1ccc2ccccc2c1,i,i,i,i,i,i,i,i,i,i,i
CCc1ccc(S(=O)(=O)/N=C2\C=C(NS(=O)(=O)c3ccccc3)C(=O)c3ccccc32)cc1,i,i,i,i,i,i,·,i,·,·,·
CC(Sc1nnc(COc2ccc(Cl)cc2)n1Cc1ccccc1)C(=O)O (stereo not given),i,i,i,i,i,i,i,i,i,i,i
COc1ccc(C(=O)N/C(=C\c2ccco2)C(=O)NCCN2CCOCC2)cc1,i,i,i,i,i,i,i,i,i,i,i
SMILES,TRPC6 inhibitor,TRPC4 potent,TRPC4 act,TRPC4 inh,RGS4 block,TRPC6 activator,MrgX1 antag,ANO1 activ,ANO1 block,MrgX1 allo act,MrgX1 agonist
COc1cccc(N2C(=O)C3CCCN3C2c2cccs2)c1 (stereo not given),i,i,43*,i,i,i,i,i,i,i,i
O=C(Nc1ccccn1)C1CCN(S(=O)(=O)c2cccc3nonc23)CC1,i,i,i,i,i,i,i,i,i,i,i
CCOc1ccc(/C=C2\SC(=S)N(N3C(=O)C4CC4C3=O)C2=O)cc1 (stereo not given),i,i,i,i,i,i,i,i,i,i,i
CC(C)NC(=O)c1ccc2c(c1)S(=O)(=O)c1ccccc1C2=O,i,i,i,i,i,i,i,i,i,i,i
COc1cc(C)c(S(=O)(=O)n2ccc(C)n2)cc1C,i,i,i,i,i,i,i,i,i,i,i
Cc1ccc(-c2nn(-c3cccc(F)c3)cc2CN2CCN(c3ccccn3)CC2)o1,i,i,i,i,i,i,i,i,i,i,i
N#Cc1ccc(N/N=C/c2ccccc2)c([N+](=O)[O-])c1,i,i,i,i,i,i,i,i,i,i,i
COC(=O)c1scc(S(=O)(=O)C(C)(C)C)c1-n1cccc1,i,i,i,i,i,i,i,i,i,i,i
O=C(N/N=C/c1cccnc1)c1ccccc1Br,i,i,i,i,i,i,i,i,i,i,i
O=C(O)c1cccc(NC2=C(n3nnc4ccccc43)C(=O)c3ccccc3C2=O)c1,i,i,i,i,i,i,i,i,i,i,i
O=c1sc2ccccc2c(N2CCN(c3ccccc3)CC2)c1[N+](=O)[O-],i,i,i,i,i,i,i,i,i,i,i
CN(CC(=O)N1CCCC1)S(=O)(=O)c1ccc(Cl)cc1,i,i,i,i,i,i,i,i,i,i,i
N/C(=N\c1nc(CSc2ccc(Cl)cc2)cc(=O)[nH]1)Nc1ccccc1C(F)(F)F,i,i,i,i,i,i,i,i,i,i,i
Cc1cccc(C)c1NC(=O)CCCSc1nnc(-c2ccco2)n1-c1ccccc1,i,i,i,i,i,i,i,i,i,i,i
O=C(Nc1ccccc1)NN1CC(=O)N(c2ccc(Cl)cc2)CC1=O,i,i,i,i,i,i,i,i,i,i,i
COc1ccc(-c2n[nH]c(C)c2-c2cscn2)c(O)c1,i,i,i,i,i,i,i,i,i,i,i
